Pf Dd2 inh: blocks in vitro growth of P. falciparum Dd2; 4.3% of 120,000 active; Potency, µM (top dose mostly 28.9 µM), for the others: at the top dose activity, negative = inhibition, actives largely listed as inhibitors; AID 1347417; P. falciparum Dd2 growth, SYBR Green, 72 h; active = well fitted inhibition curve with a large enough effect; inconclusive = small, poorly fitted or top-dose-only effect; inactive = no such curve, though single readings can be large or run the other way;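 also: plate controls were DMSO vehicle for no effect and reference drug for full effect; nearly all actives have a fitted effect of over 65% in size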
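Readout: SYBR Green fluorescence, 485 nm excitation, 535 nm emission, after ~16 h lysis at 37C. Before that, Dd2-infected red cells (2.5% hematocrit) grew 72 h with compound, 29 uM top final concentration.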
Starred values were filed as active, the others as inactive; i = inactive; ? = inconclusive; [ ] = dose if it differs, or a comment. Potency is read from the fitted curve at half-maximal effect. This is a subset (hit frequency here may not be typical).

SMILES	Pf Dd2 inh
O=C(NCc1ccc(F)cc1)C(=O)NCC(c1cccs1)S(=O)(=O)c1cccs1 (stereo not given)	i
Cc1ccc(CCNC(=O)c2sc3ncccc3c2-n2cccc2)cc1	-9%
O=C(c1ccccc1F)N1CCc2nc(-c3ccccc3)nc(-c3ccc(Cl)cc3)c2C1	?
Cc1ccc(Cn2c(C(=O)O)c(CNC3CCCC3)c3ccc(C)cc32)cc1	i
CC(CNC(=O)c1ccc(CSc2nc3ccncc3n2Cc2ccc(F)cc2)cc1)c1ccccc1 (stereo not given)	4.5µM*
CCCc1cc(CN(C)C(=O)C2CC(=O)N(c3ccc(C(C)C)cc3)C2)[nH]n1 (stereo not given)	-24%
COc1ccc(S(=O)(=O)c2nnn(-c3ccccc3F)c2C)cc1	-5%
O=C(C[C@@H]1O[C@H](CNS(=O)(=O)c2ccccc2)[C@@H](O)[C@H]1O)Nc1ccccc1	7%[44.1 µM]
O=C(C1CCCC1)N1CCC(c2nc(-c3ccc4nc[nH]c4c3)no2)CC1	?
O=C1CC(c2noc(-c3ccccc3F)n2)CN1C1CCCCC1 (stereo not given)	i
CCc1cccc(NC(=O)Cn2c(=O)n(CC3CCC(C(=O)NCCc4ccccc4)CC3)c(=O)c3ccccc32)c1 (stereo not given)	3.5µM*
Cc1ccccc1CN1CCN(CC(=O)NCc2ccccc2Cl)C1=O	92%[activator]
CCOC(=O)c1[nH]c(C)c(CCC(=O)Nc2cc(C)ccc2OC)c1C	-22%
Cc1cccc(N(C)C(=O)C2CCN(S(=O)(=O)c3cccc4nonc34)CC2)c1	-15%
COc1ccc(CN2C(=O)COC[C@@H]2[C@H](O)c2ccc(NC(C)=O)cc2)cc1	13%[44.1 µM]
O=C1CCC2(CCNCC2)CCN1Cc1ccccc1	10%
CCCCS(=O)(=O)N1CCc2nn(CCOC)c(=O)n2CC1	5%
CC(C)CC(=O)N1CC(=O)Nc2ccc(F)cc2C1c1ccccc1 (stereo not given)	34%[activator]
CC(C)N(C(=O)Cn1cc(S(=O)(=O)Cc2ccc(Cl)cc2)c2ccccc21)C(C)C	i[5.79 µM]
CCOC(=O)Cc1ccc(NC(=O)Nc2ccccc2OCc2cc(=O)n3ccccc3n2)cc1	i
Cc1ccc(C2Cn3nnc(C(=O)NC4CCN(Cc5ccccc5)CC4)c3CO2)cc1 (stereo not given)	?
COc1cccc(S(=O)(=O)N2CCC3(CC2)CC(CC(=O)N2CCCC2)CCO3)c1 (stereo not given)	27%
CCC(=O)Nc1ccc(-c2c(-c3ccc(C)cc3)nn(-c3ccc(F)cc3)c2OC(C)=O)cc1	-23%
Cc1cn2nc(C(=O)NCc3cccs3)cc2c(N2CCCC2)n1	?
CCCOc1ccc(CN(C(=O)Cc2coc3ccc(CC)cc23)C2CCS(=O)(=O)C2)cc1 (stereo not given)	?
O=C1N[C@@H]2CCN(C(=O)c3ccccc3)[C@@H]2C(=O)N1c1ccc(Oc2ccccc2)cc1	?
CC(=O)N1Cc2ccccc2OC2(CCN(C(=O)Cc3ccc(O)cc3)CC2)C1	89%[activator]
CCN(CC)CCCNC(=O)CSc1nc2nc(C)c(Cc3c(F)cccc3Cl)c(C)n2n1	-29%
COc1ccc(CN2CC(Oc3ccc(F)cc3F)C2)cc1	-30%[44.1 µM]
CCc1ccccc1NC(=O)Cn1c(=O)n(-c2cccc(C)c2)c(=O)c2c1c1cc(OC)ccc1n2C	?

Ordered by count of non-hydrogen atoms (descending): part of the list above
SMILES	Pf Dd2 inh
CCc1ccccc1NC(=O)Cn1c(=O)n(-c2cccc(C)c2)c(=O)c2c1c1cc(OC)ccc1n2C	?
CCOC(=O)Cc1ccc(NC(=O)Nc2ccccc2OCc2cc(=O)n3ccccc3n2)cc1	i
CCC(=O)Nc1ccc(-c2c(-c3ccc(C)cc3)nn(-c3ccc(F)cc3)c2OC(C)=O)cc1	-23%
CCCOc1ccc(CN(C(=O)Cc2coc3ccc(CC)cc23)C2CCS(=O)(=O)C2)cc1 (stereo not given)	?
Cc1ccc(C2Cn3nnc(C(=O)NC4CCN(Cc5ccccc5)CC4)c3CO2)cc1 (stereo not given)	?
COc1cccc(S(=O)(=O)N2CCC3(CC2)CC(CC(=O)N2CCCC2)CCO3)c1 (stereo not given)	27%
Cc1cccc(N(C)C(=O)C2CCN(S(=O)(=O)c3cccc4nonc34)CC2)c1	-15%
COc1ccc(CN2C(=O)COC[C@@H]2[C@H](O)c2ccc(NC(C)=O)cc2)cc1	13%[44.1 µM]
CCOC(=O)c1[nH]c(C)c(CCC(=O)Nc2cc(C)ccc2OC)c1C	-22%
CC(C)CC(=O)N1CC(=O)Nc2ccc(F)cc2C1c1ccccc1 (stereo not given)	34%[activator]
Cc1cn2nc(C(=O)NCc3cccs3)cc2c(N2CCCC2)n1	?
COc1ccc(CN2CC(Oc3ccc(F)cc3F)C2)cc1	-30%[44.1 µM]
O=C1CCC2(CCNCC2)CCN1Cc1ccccc1	10%

Continuation:
SMILES	Pf Dd2 inh
CCCc1noc(-c2cccn3c(CNC(=O)C4CCCCC4)nnc23)n1	-4%
Cc1noc(C)c1-c1cc2c(cc(C)n2CCN(C)C)c(-c2ccccc2)n1	?
CCOC(=O)C1CCN(C(=O)CSc2n[nH]c(-c3ccccc3)n2)CC1	-3%
Cc1nc2cccnc2n1CC1CCCN(S(=O)(=O)c2ccc(F)c(F)c2)C1 (stereo not given)	-17%
Nc1nc(CC(=O)N2CCCC(CNC(=O)c3ccc(F)cc3)C2)cc(=O)[nH]1 (stereo not given)	-20%
COCC1CCN(CC2(O)CCCN(Cc3cccc(F)c3F)C2=O)CC1 (stereo not given)	-24%
CCOC(=O)c1cccc(NC(=O)NCc2cccn2Cc2ccccc2)c1	?
O=C1CCC2(CCN1CC1CC1)CCN(S(=O)(=O)c1ccccc1F)CC2	-13%
COCCOC1CCOC2(CCN(C(=O)Cn3c(=O)oc4ccccc43)CC2)C1 (stereo not given)	?
Cc1cc(C(=O)N2C[C@@H](CO)[C@H](c3ccccn3)C2)nn1C	27%
Cc1ccc(OC2CN(C(=O)c3ccc(F)cc3)C2)cc1C	-30%[44.1 µM]
CNS(=O)(=O)c1ccc(C2CC(=O)Nc3cc(O)c(OC)cc32)cc1 (stereo not given)	4%
CO[C@H]1C(=O)N(C2CCN(C(=O)Cn3ccc(C)n3)CC2)[C@H]1c1ccncc1	5%
O=c1ncn(CC2CC2)c2ccc(-c3ccoc3)nc12	-7%[44.1 µM]
O=C(N[C@@H]1CCOC[C@H]1Oc1ccccn1)c1cc(C2CC2)no1	-8%
O=C(c1ccco1)c1cn(CCOc2ccc(Cl)cc2)c2ccccc12	?
COc1ccc(C(=O)N2CCCC(c3nc(-c4cccnc4)no3)CCNC(=O)CC2)cc1 (stereo not given)	-27%
CC(C)n1c(CNC(=O)Cn2nc3c(cc2=O)CCCCC3)nc2ccccc21	-17%
CCn1cc(S(=O)(=O)N2CCC(c3noc(-c4ccccn4)n3)C2)cn1 (stereo not given)	21%[5.79 µM]
COc1cccc(CN2CCOC[C@H](O)C2)c1	-24%[44.1 µM]
O=C(NCc1ccccc1Cl)c1ccc(Nc2nc3ccccc3n3nnnc23)cc1	-11%
CCCS(=O)(=O)NCC1Cn2cccc2C(=O)N1C (stereo not given)	-4%
CC(C)CN1CCc2nc(N3CCN(C)CC3)ncc2C1	18%
Cc1cc(S(=O)(=O)NCC(c2ccco2)S(=O)(=O)c2cccs2)ccc1F (stereo not given)	39%[activator]
COC[C@@H]1CN(S(=O)(=O)c2ccccc2C)C[C@H]1c1ccncc1	-19%
CCCN(CC1CCOC1)C(=O)c1c(F)cccc1F (stereo not given)	54%[activator][5.79 µM]
COC[C@@H]1CN(Cc2ccc(OC)cc2)C[C@H]1C(=O)N(C)C	-17%
CCOCCn1c(=O)[nH]c2cc(C(=O)N(C)CCc3noc(C)n3)ccc21	-8%
O=C1Nc2ccc(-c3cccs3)cc2C(=O)N2CC[C@H](NS(=O)(=O)c3cccs3)[C@@H]12	?
COc1ccccc1-c1n[nH]c2c1CC(=O)N(Cc1ccccc1)C2	?
COc1ccc(-c2[nH]ncc2C(=O)NC2CCCc3c2[nH]c2ccccc32)cc1 (stereo not given)	-19%
NC(=O)NCC(=O)N[C@H]1CC[C@H](Nc2nccc(-c3ccncc3)n2)C1	-27%
O=C(c1ccc(Cl)cc1)N1CCn2c(nn(-c3cccc(Cl)c3)c2=O)C1	-4%
O=C(NC1CCCCC1)O[C@@H]1CO[C@H]2[C@@H]1OC[C@@H]2NC(=S)Nc1cccc2ccccc12	i
CCn1ccc2cc(S(=O)(=O)N3CCCN(C(=O)Nc4ccc(C)c(F)c4)CC3)ccc21	?
CN(Cc1cnc(N)nc1)C(=O)C(c1cccc(F)c1)N(C)C (stereo not given)	8%
CC(C)N1CCC2(CC1)CN(C(=O)c1ccccn1)Cc1ccccc1O2	i
CCc1cccc(CC)c1-n1nnc2c(sc3nc(C)cc(C)c32)c1=O	?
O=C(c1n[nH]c2ccccc12)N1CC(Oc2ccccc2-c2nc(-c3ccccc3)no2)C1	?
O=C(CN1C(=O)C(c2ccccc2)=NC12CCCC2)NCc1ccccc1	24%
CC(C)N1C[C@H](O)C[C@H]1c1nnc2n1CCN(C(=O)c1ccccn1)CC2	0%
CCOc1ccc(CN2C(=O)c3ccccc3Sc3ccc(C(=O)OC)cc32)cc1	16%
CN(Cc1ccc(F)cc1)S(=O)(=O)c1cccs1	-16%[44.1 µM]
CC(=O)N[C@H]1CC[C@]2(C)CC[C@@H]([C@H](C)C(=O)NC(C)(C)C)[C@H](O)[C@H]2[C@@H]1C	-1%[44.1 µM]
CCOC(=O)c1c(NC(=O)c2cc(C)on2)sc(C)c1C	2%
O=Cc1cccc(-c2cccs2)c1	-14%[44.1 µM]
O=C(NCC(F)(F)F)c1cc(C2CC2)nc2onc(C3CCCNC3)c12 (stereo not given)	2%
COCC1CN(C(=O)NC2CCCCC2)CC12CCNCC2 (stereo not given)	-5%
CCCNC(=O)N1CCC(Cn2c(C)cnc2C2CCOCC2)CC1	-5%
CCOC(=O)c1cc(-c2ccc(OC)c(S(=O)(=O)NC3CCCCC3)c2)on1	-11%
Next results follow.
SMILES	Pf Dd2 inh
O=c1[nH]c(N2CCOCC2)nc2c1CCN(Cc1ccsc1)CC2	i[5.79 µM]
CCC1=C(C(=O)OC)C(c2ccccc2F)N2C(CC(=O)NCC3CC3)=CSC2=N1 (stereo not given)	-8%
CC(C)C[C@H](N)c1nnc(SCc2ccc(Cl)cc2Cl)o1	-25%
OCC#Cc1csc(CN2CCCN(C3CCCCC3)CC2)c1	?
O=C(Nc1cc(F)c(F)c(F)c1)N1CCC(Oc2ncccc2C(=O)N2CCCCC2)C1 (stereo not given)	i
CCC1=Nc2cc(C(=O)NC3CCCC3)ccc2Sc2ccc(Cl)cc21	4.5µM*
CN1c2cccnc2CN(C(=O)Nc2cccc(F)c2)CC[C@H]1CO	i
O=C(c1ccccc1)N1CCC2(CC1)N=C(c1ccc(Cl)cc1)NO2	i
Cc1cc(NC(=O)c2ccc(CN3CC[C@H](O)C3)cc2)ccc1F	?
CN(C)C(C(=O)N1CCN(Cc2ccccc2C#N)CC1)c1ccc(F)cc1 (stereo not given)	?

A second format for some results above.
| SMILES | Pf Dd2 inh |
| --- | --- |
| Cc1cc(NC(=O)c2ccc(CN3CC[C@H](O)C3)cc2)ccc1F | ? |
| CN(C)C(C(=O)N1CCN(Cc2ccccc2C#N)CC1)c1ccc(F)cc1 (stereo not given) | ? |

Additional structures
SMILES	Pf Dd2 inh
Cc1cccc(C(=O)N2CCC3(CC2)CC(N(C2CC2)S(C)(=O)=O)CCO3)c1 (stereo not given)	i
COc1cccc(C(=O)N2CCC(N3C[C@H](O)C[C@H]3C(=O)N3CCC(C)CC3)CC2)c1	?
O=c1n(-c2ccc(Cl)cc2)nc2n1CCN(Cc1cccnc1)C2	-21%
CCCN(CC1CCOC1)C(=O)Nc1ccc(C)c(F)c1 (stereo not given)	i[5.79 µM]
CC(C)N1CCN(C(=O)C2Cn3cccc3C(=O)N2Cc2cccnc2)CC1 (stereo not given)	?
COCCOC1CCOC2(CCN(C(=O)c3ccc(OC)c(OC)c3)CC2)C1 (stereo not given)	i
Cc1ccccc1S(=O)(=O)Cc1ccc(C(=O)NC2CCCCC2)o1	i
CCOc1ccccc1CNC(=O)C1CCN(c2nc3ccccc3nc2C(F)(F)F)CC1	49%[activator]
Cc1ccc(-c2ccc3nnc(CNC(=O)c4ccn[nH]4)n3n2)cc1C	17%
O=C1O[C@@H]2CN(S(=O)(=O)N3CCCC3)C[C@@H]2N1CCCc1ccc(F)cc1	-15%
COc1ccc(-c2ccc3onc(C)c3n2)cc1OC	11%[44.1 µM]
CCn1nccc1C(=O)NCCC1CCN(C(=O)Nc2ccc(F)cc2)CC1	-3%
CC(C)c1nc2c(c(-c3ccc(Cl)cc3)n1)CCN(Cc1cccnc1)CC2	11µM*
COC(=O)c1ccccc1NC(=O)c1cc(=O)c2ccc(C)c(C)c2o1	84%[activator]
O=C(Nc1ccc([C@@H](O)[C@H]2COCC(=O)N2Cc2ccc(F)cc2)cc1)c1cnccn1	i
Cc1ccc(NC(=O)N2CC3CCCN3c3ccccc32)c(C)c1 (stereo not given)	?
Cc1ccc(N2CCN(C(=O)c3cn(C)c4ccc(S(=O)(=O)N(C)C)cc4c3=O)CC2C)cc1 (stereo not given)	4%
CC(C)C[C@@H](NC(=O)C1=C[C@@H](NC(=O)Nc2ccc(F)cc2F)[C@@H](O)[C@H](O)C1)C(N)=O	5%
O=C(Nc1cccc(-c2nc3cc(Cl)ccc3o2)c1)c1ccc(F)cc1	i
CN(C(=O)C(C)(C)C)C1CCc2ccccc21 (stereo not given)	-27%[44.1 µM]
CCCNC(=O)N1CCCC2(CCC(=O)N(CCc3ccccc3)C2)C1 (stereo not given)	-1%
Cc1c(C(=O)N(C)C)sc2c1c(=O)n(-c1ccc(Cl)cc1)c(=O)n2Cc1ccccc1F	i
COc1ccc(O[C@H]2COCCN(C(=O)C3CCCC3)C2)cc1	-8%[44.1 µM]
Cc1cccc(NC(=O)Cn2c(N3CCCCC3)nc(C)c(C)c2=O)c1	i

Screening results (PubChem)
